Bioassay records: PubChem, The Scripps Research Institute Molecular Screening Center
MITF inh = inhibitors of human MITF | inhibition, % at 2.6 µM | 650,000 compounds, 0.91% hits | AID 1259374 | AlphaScreen MITF homodimerization, bead proximity signal; in the data active means inhibition above about 50%;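 further: 0% = vehicle wells with protein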
TEAD-YAP inh = TEAD-YAP interaction inhibition; HEK-TIYL cells, TEAD-Gal4/YAP UAS-luciferase luminescence; inhibition, % at 9.12 µM; 640,000 compounds, 1.4% hits; AID 1259422; in the data active means inhibition above about 32%;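 further: 0% = median of test compound wells and 100% = reference inhibitor wells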
FBW7 activator = activators of human E3 ligase FBW7 | AlphaScreen FBW7–phospho-cyclin E peptide binding, activator screen | 650,000 compounds, 0.13% hits | normalized activity (activation), % at 26.1 µM | Q969H0 | AID 1259310; in the data active means normalized activity above about 1.9%;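 further: purified mutant Fbw7 with reduced substrate affinity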
Target sequence (Q969H0 whole entry, looked up): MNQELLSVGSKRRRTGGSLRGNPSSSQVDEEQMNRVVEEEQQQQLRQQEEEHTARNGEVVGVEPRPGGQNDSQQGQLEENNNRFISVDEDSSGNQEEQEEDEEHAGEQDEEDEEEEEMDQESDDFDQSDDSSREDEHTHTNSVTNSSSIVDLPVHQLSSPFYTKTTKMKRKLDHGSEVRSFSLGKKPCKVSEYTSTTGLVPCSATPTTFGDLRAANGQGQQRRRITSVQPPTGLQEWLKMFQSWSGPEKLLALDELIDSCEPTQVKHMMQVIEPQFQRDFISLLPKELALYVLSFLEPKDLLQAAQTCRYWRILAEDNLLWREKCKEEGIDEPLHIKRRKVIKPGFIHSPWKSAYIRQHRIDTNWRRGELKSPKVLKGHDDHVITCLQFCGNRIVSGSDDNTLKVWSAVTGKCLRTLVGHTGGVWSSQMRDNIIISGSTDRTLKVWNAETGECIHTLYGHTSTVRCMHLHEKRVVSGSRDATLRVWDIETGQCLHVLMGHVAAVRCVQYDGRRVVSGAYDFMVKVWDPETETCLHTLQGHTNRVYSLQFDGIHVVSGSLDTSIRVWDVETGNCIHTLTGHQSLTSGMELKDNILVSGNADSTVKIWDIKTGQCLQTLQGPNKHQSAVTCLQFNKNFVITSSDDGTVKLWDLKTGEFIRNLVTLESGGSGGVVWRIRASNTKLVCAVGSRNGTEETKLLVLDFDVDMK
GPR151 ag = activators of human GPR151; AID 1508602; activation, % at 11.2 µM; PathHunter beta-arrestin GPR151 cells, luminescence; 650,000 compounds, 1% hits; in the data active means activation above about 4.9%;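 further: 0% = median of compound wells and 100% = cells with positive control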
Target sequence (Q8TDV0 whole entry, looked up): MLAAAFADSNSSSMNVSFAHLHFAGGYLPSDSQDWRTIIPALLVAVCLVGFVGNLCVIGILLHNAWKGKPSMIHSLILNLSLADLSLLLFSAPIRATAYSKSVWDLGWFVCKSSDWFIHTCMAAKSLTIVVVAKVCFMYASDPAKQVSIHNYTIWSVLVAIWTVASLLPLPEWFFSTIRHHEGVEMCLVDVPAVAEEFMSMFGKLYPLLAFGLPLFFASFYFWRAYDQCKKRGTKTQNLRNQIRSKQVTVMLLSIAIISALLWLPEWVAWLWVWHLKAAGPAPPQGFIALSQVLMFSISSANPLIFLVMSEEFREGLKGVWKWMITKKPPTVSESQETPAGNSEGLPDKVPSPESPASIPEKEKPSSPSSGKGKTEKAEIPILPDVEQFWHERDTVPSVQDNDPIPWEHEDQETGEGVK
* hit, by the source's call; & = joins results of further samples.

Keys: A = MITF inh; B = TEAD-YAP inh; C = FBW7 activator; D = GPR151 ag
COc1ccc(C(=O)Nc2cc(C(=O)NCCSCc3ccccc3)ccc2N2CC3CC(C2)c2cccc(=O)n2C3)cc1 (configuration not stated)
  A = 0 | B = 6 | C = -0.1 | D = -0.1
Cc1ccccc1N1C(=O)c2c(Cl)c(Cl)c(Cl)c(Cl)c2C1=O
  A = -1 | B = 2 | C = -0.1 | D = -1.9
CCCOc1ccc(C2NC(=O)NC(C)=C2C(=O)OCC2CCCO2)cc1 (configuration not stated)
  A = -6 | B = -4 | C = 0.0 | D = -0.2
COc1cccc(C2CC(c3ccccc3)Nc3ncnn32)c1 (configuration not stated)
  A = 1 | B = 6 | C = -0.3 | D = 1.8
CCOC(=O)C1=C(C)NC2=C(C(=O)c3ccccc32)C1c1cccc(OC)c1 (configuration not stated)
  A = -4 | B = -10 | C = -0.1 | D = -1.5
FC(F)(F)c1ccccc1CN1CCN(Cc2ccccc2C(F)(F)F)CC1
  A = 70* | B = -6 | C = -0.1 | D = 1.0
CC(=O)c1ccc(NS(=O)(=O)c2ccc([N+](=O)[O-])cc2)cc1
  A = -8 | B = -16 | C = 0.0 | D = 1.3
O=C(CSc1ccc(Br)cc1)Nc1ccc([N+](=O)[O-])cc1O
  A = 8 | B = 5 | C = 1.0 | D = -0.7
CCN(CC)C(=O)Cn1cc(C(=O)OC)c2ccccc21
  A = -8 | B = -6 | C = 0.1 | D = -0.2
Cc1ccc(Oc2nc3ccccn3c(=O)c2/C=C(\C#N)C(=O)NC2CCCC2)cc1
  A = 11 | B = 6 | C = 0.0 | D = -4.9
COc1ccc(CN2C(=O)CN=C2Nc2cccc(C)c2C)cc1
  A = 6 | B = 8 | C = -0.1 | D = 1.5
Cc1cc(C(F)(F)F)nc(SCC(=O)Nc2ncc(C(F)(F)F)cc2Cl)n1
  A = -2 | B = -2 | C = 0.0 | D = 0.5
COC(=O)c1cc(S(=O)(=O)Nc2ccc(C)c(C)c2)c[nH]1
  A = 6 | B = 7 | C = -0.1 | D = 3.6
COc1cc(/C=C/C(=O)c2cccc([N+](=O)[O-])c2)cc(OC)c1OC
  A = -3 | B = -3 | C = 0.0 | D = 0.5
O=[N+]([O-])c1ccc(O)c(Nc2c([N+](=O)[O-])ccc3nonc23)c1
  A = 13 | B = 5 | C = -0.1 | D = -0.5
CCCN(CCC)S(=O)(=O)c1ccc(C(=O)Nc2ccc(C(=O)OCC)cc2)cc1
  A = -5 | B = -3 | C = 0.0 | D = -0.2
Cc1cccc(CN2CCN(CC(=O)NCc3ccccc3Cl)C2=O)c1
  A = 2 | B = -11 | C = 0.7 | D = -0.4
CCN(C)C(=O)CC1C(=O)NCCN1CC1CCCCC1 (configuration not stated)
  A = -73 | B = 2 | C = -0.2 | D = 0.3
CN(C)NC(=O)CC(C(=O)O)n1ccnc1 (configuration not stated)
  A = 0 | B = 2 | C = -0.2 | D = 0.1
CCCCOc1ccc(/C=c2\sc3nc(-c4ccccc4OC(C)=O)nn3c2=O)cc1
  A = -14 | B = 1 | C = 0.1 | D = -0.8
COc1ccccc1C(=O)NNC(=O)c1ccc(C)cc1
  A = -4 | B = -15 | C = -0.1 | D = -0.4
CCC(=O)Nc1nn2c(-c3ccc(C)cc3)nnc2s1
  A = 2 | B = 8 | C = 0.7 | D = -1.7
C=CCn1c(=O)c2c(nc3n2CC(C)CN3c2ccc(Br)cc2)n(C)c1=O (configuration not stated)
  A = 6 | B = 3 | C = 0.1 | D = 0.2
O=C(NCc1ccccc1Cl)c1c[nH]c2ccc(S(=O)(=O)N3CCc4ccccc43)cc2c1=O
  A = 1 | B = 11 | C = 0.1 | D = -0.1
CC(C)CCNC(=O)C1CCN(c2nc3ccccc3n3cccc23)CC1
  A = 17 | B = 12 | C = 0.1 | D = 0.2
COc1ccc(NC(=O)Nc2ccc(OCc3ccccc3)cc2)cn1
  A = 6 | B = 1 | C = -0.3 | D = -0.1
Nc1ccc(-c2nc3ccccc3s2)c(Cl)c1
  A = -2 | B = -1 | C = 0.1 | D = 0.3
COc1ccc(C(=O)Nc2ccc3sc(C)nc3c2)cc1
  A = 9 | B = -23 | C = 0.1 | D = -1.4
CN1C=C(c2ccc3ccccc3n2)Cc2ccccc21
  A = 0 | B = -8 | C = -0.2 | D = -1.2
S=c1[nH]c2cc(Cl)cc(Cl)c2[nH]1
  A = 7 | B = 2 | C = 0.2 | D = 0.4
CCOc1ccc(NC(=O)C(=O)NN=C2CCCCC2)cc1
  A = -16 | B = -4 | C = 0.3 | D = 0.6
CCOc1cc(C(=O)Nc2ccc(NC(=O)c3ccc(C(C)(C)C)cc3)cc2)cc(OCC)c1OCC
  A = 17 | B = 1 | C = 0.1 | D = -0.9
Cc1ccc(-c2nc(NC(=O)COc3ccc(Br)cc3C(C)(C)C)sc2C)cc1
  A = 1 | B = 5 | C = -0.1 | D = 1.2
COc1ccc(C(=O)C2CCN(C(=O)Nc3ccc(C)cc3)CC2)cc1
  A = 0 | B = 4 | C = 0.0 | D = 0.0
CC(C)(C)N1CSC(=S)N(Cc2ccco2)C1
  A = 10 | B = 1 | C = -0.1 | D = -1.0
O=C(C1CC1)N1CCN(c2nc(-c3ccc(Cl)cc3)cs2)CC1
  A = -2 | B = -17 | C = -0.1 | D = 0.8
CCCCCCCOc1ccc(C(NC(C)=O)NC(C)=O)cc1OC
  A = 7 | B = -3 | C = 0.1 | D = -0.9
CC#CCCC(=O)N1C=Cc2ccccc2C1C#N (configuration not stated)
  A = 7 | B = 1 | C = 0.0 | D = -0.8
Cc1[nH]n(-c2ccccc2)c(=O)c1C(C[N+](=O)[O-])c1ccccc1 (configuration not stated)
  A = -11 | B = -16 | C = -0.1 | D = 0.5
CCCN1C(=O)C(NC(=O)c2ccccc2C)(C(F)(F)F)C2=C1CC(C)(C)CC2=O (configuration not stated)
  A = 11 | B = 1 | C = 0.1 | D = 0.7
CCCN(CCC)CCCNC(=O)C1CCCN(c2nc(-c3ccc(OC)cc3)no2)C1 (configuration not stated)
  A = 7 | B = 3 | C = 0.1 | D = -0.9
CCC(c1nnnn1CC1CCCO1)N1CCN(C)CC1 (configuration not stated)
  A = -11 | B = 8 | C = -0.1 | D = 0.3
COc1cc(/C=N/c2sc(C)c(C)c2C(N)=O)c([N+](=O)[O-])cc1OC
  A = 7 | B = -2 | C = -0.3 | D = 3.0
CCOc1ccccc1NC(=O)CN1Cc2ccccc2C1=O
  A = 6 | B = -4 | C = -0.2 | D = 2.9
O=C(Cn1cnc2sc3c(c2c1=O)CCCC3)NCc1ccc(Cl)cc1
  A = -9 | B = 1 | C = 0.0 | D = -0.1
O=C(c1ccccc1)c1ccc2nc(-c3ccco3)c(-c3ccco3)nc2c1
  A = 6 | B = -26 | C = -0.1 | D = 0.4
O=C(CN1C(=O)c2cccc3cccc1c23)Nc1ccc(Br)cc1F
  A = -4 | B = -7 | C = 0.0 | D = -0.1
Cc1nn(S(=O)(=O)N2CCCCC2)c(C)c1Br
  A = -11 | B = -9 | C = 0.3 | D = -0.8
COCCn1c(SCc2ccc([N+](=O)[O-])cc2)nc2c(c1=O)SCC2
  A = 7 | B = 5 | C = -0.3 | D = -0.2
CC1CN(c2ccc([N+](=O)[O-])cc2C2Oc3[nH]c(=O)[nH]c(=O)c32)CC(C)O1 (configuration not stated)
  A = 7 | B = -4 | C = -0.1 | D = -0.2

New compounds follow:
Keys: A = MITF inh; B = TEAD-YAP inh; C = FBW7 activator; D = GPR151 ag
CCCOc1ccc(N2C(=O)CC(N3CCN(C4CCCCC4)CC3)C2=O)cc1 (configuration not stated)
  A = 7 | B = 7 | C = -0.1 | D = 4.4
CN(CC(=O)NCCc1ccccc1)S(=O)(=O)c1ccccc1
  A = -2 | B = 0 | C = -0.1 | D = -1.3
O=S(=O)(NCC(c1ccco1)N1CCN(c2ccccc2)CC1)c1ccc(F)cc1 (configuration not stated)
  A = 13 | B = 9 | C = 0.8 | D = 1.5
O=C(CNC(=S)N(Cc1cccs1)C1CCCC1)NC1CCCCCC1
  A = -7 | B = -3 | C = 0.4 | D = 3.0
O=C(Nc1nnc(Br)s1)c1ccco1
  A = 13 | B = 10 | C = -0.2 | D = -1.2
O=C(Nc1cc(Oc2ccc(F)cc2)cc(Oc2ccc(F)cc2)c1)c1nn2c(C(F)(F)F)cc(-c3ccccc3)nc2c1Cl
  A = 19 | B = 0 | C = -0.1 | D = 2.1
C=CCN1C(=O)/C(=C/c2ccc(-c3cc([N+](=O)[O-])ccc3OC)o2)C(=O)NC1=S
  A = 2 | B = 7 | C = -0.1 | D = 2.6
CP(=O)(c1ccccc1)c1ccccc1
  A = 5 | B = -9 | C = 0.1 | D = 0.4
COc1cc(=O)n2c(c1C(=O)N1CCCC1)CCN(Cc1ccc3c(c1)OCCO3)CC2
  A = -8 | B = -1 | C = 0.0 | D = -0.6
COc1ccc(CCNc2nc(Nc3ncccn3)nc3c2ncn3-c2ccccc2)cc1
  A = 1 | B = 19 | C = -0.1 | D = 0.2

Quoted from the listing.
O=C(Nc1cc(Oc2ccc(F)cc2)cc(Oc2ccc(F)cc2)c1)c1nn2c(C(F)(F)F)cc(-c3ccccc3)nc2c1Cl @ GPR151 ag = 2.1
COc1cc(=O)n2c(c1C(=O)N1CCCC1)CCN(Cc1ccc3c(c1)OCCO3)CC2 @ TEAD-YAP inh = -1
CCCOc1ccc(N2C(=O)CC(N3CCN(C4CCCCC4)CC3)C2=O)cc1 (configuration not stated) @ FBW7 activator = -0.1
COc1ccc(CCNc2nc(Nc3ncccn3)nc3c2ncn3-c2ccccc2)cc1 @ GPR151 ag = 0.2

New compounds follow.
Keys: A = MITF inh; B = TEAD-YAP inh; C = FBW7 activator; D = GPR151 ag
Cc1nc2ccccc2c(=O)n1-c1ccc(N2CCOCC2)c(C(F)(F)F)c1
  A = -5 | B = 9 | C = -0.1 | D = 5.9*
O=C1CCC(C(=O)OCC(=O)c2ccc(Cl)cc2)=NN1
  A = -8 | B = 0 | C = 0.1 | D = 0.5
Cc1c(Cl)cccc1NC(=O)/C(=C/c1cccc([N+](=O)[O-])c1)NC(=O)c1ccc(F)cc1Cl
  A = -9 | B = 2 | C = -0.1 | D = 0.3
Nn1c(SCC(=O)Nc2ccccc2)nncc1=O
  A = -2 | B = 5 | C = -0.3 | D = -1.0
Cc1cccc(C(=O)NC(C)C)c1[N+](=O)[O-]
  A = 3 | B = -2 | C = -0.1 | D = 1.5
C/C(=N\Nc1ccccc1)c1ccc([N+](=O)[O-])cc1
  A = 17 | B = -14 | C = 0.1 | D = 0.5
COc1ccc(NC(=O)c2sc3nc4ccc(C)cc4cc3c2N)cc1OC
  A = 65* | B = -6 | C = 0.0 | D = -0.2
CCCc1ccc(/C(CC#N)=N/NC(=O)OCC)cc1
  A = 2 | B = -53 | C = -0.1 | D = -0.5
COc1ccc(CCNC(=O)c2cccc(NS(=O)(=O)c3ccc(C)cc3)c2)cc1OC
  A = 15 | B = -1 | C = 0.1 | D = -0.1
O=C1NN(c2ccc(F)cc2)C(=O)/C1=C\c1ccc(-c2ccccc2F)o1
  A = 2 | B = 0 | C = 0.0 | D = 3.7
CC(C)(C)NC(=O)c1cc(N)cc(N)c1
  A = -1 | B = -3 | C = 0.1 | D = -1.5
Cc1ccccc1NC(=O)CSc1nc(N)cc(N)n1
  A = 12 | B = -2 | C = 0.0 | D = -0.2
CCCCOc1c(Br)cc(C2NC(=O)NC(C)=C2C(=O)OC)cc1OC (configuration not stated)
  A = 9 | B = 35* | C = 0.2 | D = 1.4
O=c1[nH]cnc2sc3c(c12)CCCC3
  A = -1&2&-6 | B = 6&-2&7 | C = 0.0&-0.1&0.0 | D = 0.4&1.7&2.0
CCC(C)n1c(=N)c(C(=O)NC2CCCC2)cc2c(=O)n3cccc(C)c3nc21 (configuration not stated)
  A = 2 | B = 4 | C = 0.0 | D = 3.0
CCOC(=O)Cc1nnc(NC(=O)c2ccccc2C)s1
  A = -1 | B = 1 | C = 0.0 | D = 0.8
Nc1nc(CN2CCN(c3ccccc3F)CC2)nc(Nc2ccc(Cl)cc2)n1
  A = 0 | B = -8 | C = 0.0 | D = 0.1
CC(=O)Nc1ccc(NC(=O)c2sc3nc4c(cc3c2N)C(=O)CCC4)cc1
  A = 2 | B = 16 | C = 0.0 | D = -0.9
O=C(CN1CCN(S(=O)(=O)c2cccc([N+](=O)[O-])c2)CC1)Nc1ccc2c(c1)OCO2
  A = -1 | B = 7 | C = 0.7 | D = -1.8
CCOc1ccc(CN2CCN(CCC(C)C)C(CCO)C2)cc1CO (configuration not stated)
  A = 5 | B = 3 | C = 0.1 | D = -0.9

Entries of single compounds, looked up by structure.
Listed for CCCc1ccc(/C(CC#N)=N/NC(=O)OCC)cc1 → MITF inh: 2; TEAD-YAP inh: -53; FBW7 activator: -0.1; GPR151 ag: -0.5
Listed for O=C(Nc1nnc(Br)s1)c1ccco1 → MITF inh: 13; TEAD-YAP inh: 10; FBW7 activator: -0.2; GPR151 ag: -1.2

(listing goes on)
Keys: A = MITF inh; B = TEAD-YAP inh; C = FBW7 activator; D = GPR151 ag
C=CCn1c(NC)nc2c1c(=O)[nH]c(=O)n2C
  A = -10 | B = 5 | C = 0.0 | D = 0.8
COCCNc1ccc2ncc(-c3ccccc3CO)n2n1
  A = -17 | B = -9 | C = -0.1 | D = 1.8
O=C1C2ON(c3ccccc3)C(c3cc(Br)ccc3O)C2C(=O)N1c1ccccc1 (configuration not stated)
  A = 11 | B = 3 | C = 0.0 | D = -1.2
O=C(O)CCC(=O)Nc1ccc(C(=O)NCc2ccccc2)cc1
  A = 8 | B = 4 | C = -0.1 | D = 0.0
CN(Cc1ccc(OCC(O)CN2CCCCC2)cc1)Cc1nc2ccccc2o1 (configuration not stated)
  A = -11 | B = -12 | C = 0.0 | D = -0.8
COc1ccc(N2CCN(CC3CCCCO3)C2=O)cc1 (configuration not stated)
  A = 0 | B = -50 | C = -0.1 | D = 3.1
